Bioassay records deposited in PubChem by National Center for Advancing Translational Sciences (NCATS).
Giardia killer = Giardia lamblia killing | Giardia lamblia trophozoite viability | activity change, % at 7.66 µM, hits read low | actives 0.15% (n = 340,000) | AID 540267; in the data active = activity change below about -80%; inconclusive = between about -30% and that limit;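 note: parasites exposed to compound for two days anaerobically before the ATP read; % is set by controls: 0 for no effect and ±100 for the full control effect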
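Giardia lamblia trophozoites (100 cells/well) were incubated with compounds for 48 h at 37 deg C under anaerobic conditions. Viability was read as ATP content by one-step luminescence after 15-30 min at room temperature.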
GALK inh = blocks human galactokinase activity; actives 0.007% (n = 270,000); AID 1868; Purified GALK, Kinase-Glo residual ATP luminescence; Potency, µM (top dose mostly 57.5 µM), for inactives: at the top dose activity change, negative = inhibition, usual class: inhibitors; note: potency is the fitted concentration of half-maximal effect; % is set by controls: 0 for no effect and ±100 for the full control effect
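Quantitative HTS: GALK 5 nM, ATP 35 uM, galactose 100 uM, 1 h room temperature, then luciferase-based ATP detection.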
TCR act = activators of T cell receptors; primary human leukocytes, anti-CD3, IL-2 HTRF, 48 h; Potency, µM (titrated, usually from 9.22 µM), for inactives: at the top dose activation of IL-2 secretion, actives largely listed as activators; 330,000 tested, under 10 active; note: % of control where 0% means no effect
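Compounds are tested in HTS on primary human leukocytes co-incubated with a-CD3 beads for 48 hr. IL-2 output is measured by time-resolved FRET.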
Coupling enz = coupling enzyme interference in Giardia aldolase counter-screen. coupling enzyme system counterscreen, AmpLite Red fluorescence. activity change, negative = inhibition, % at 58.2 µM, hits read low. actives 0.67% (n = 290,000); in the data active = activity change below about -30%; note: % is set by controls: 0 for no effect and ±100 for the full control effect
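Activity here indicates interference with the coupling reaction, not aldolase inhibition. Compounds at 57.5 uM final met coupling enzymes for 10 min at RT; substrate and AmpLite Red detection followed, with a 525/598 nm fluorescence read after 20 min.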
Tb PFK inh = inhibitors of T. brucei phosphofructokinase. AID 485367. O15648. actives 0.17% (n = 330,000). T. brucei PFK, ADP-Glo luminescence. Potency, µM (top dose mostly 57.5 µM), without a hit: top-dose activity, negative = inhibition, hits mostly inhibitors;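 note: potency is the fitted concentration of half-maximal effect; 0% = uninhibited 1x PFK enzyme wells and -100% = no-enzyme wells; nearly all actives have a fitted effect of over 60% in size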
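ADP-Glo luminescence quantified ADP after 45 min at room temperature, with 1.25 nM T. brucei PFK, 0.1 mM ATP and 0.5 mM fructose-6-phosphate in pH 8.0 TEA buffer. qHTS titrations up to 57 µM; curves classified by quality.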
KCNH2 WT inh = inhibitors of human wildtype KCNH2 potassium channel; actives 0.37% (n = 340,000); U2OS, BacMam KCNH2, thallium flux FluxOr; stronger effect = lower value; Q12809; AID 720551; activity change, % at 1.84 µM;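 active = maximum activity change below -70%; inconclusive = maximum activity change between -70% and -50%; inactive = maximum activity change above -50%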; note: % is set by controls: 0 for no effect and ±100 for the full control effect
Target sequence (Q12809 whole entry, looked up): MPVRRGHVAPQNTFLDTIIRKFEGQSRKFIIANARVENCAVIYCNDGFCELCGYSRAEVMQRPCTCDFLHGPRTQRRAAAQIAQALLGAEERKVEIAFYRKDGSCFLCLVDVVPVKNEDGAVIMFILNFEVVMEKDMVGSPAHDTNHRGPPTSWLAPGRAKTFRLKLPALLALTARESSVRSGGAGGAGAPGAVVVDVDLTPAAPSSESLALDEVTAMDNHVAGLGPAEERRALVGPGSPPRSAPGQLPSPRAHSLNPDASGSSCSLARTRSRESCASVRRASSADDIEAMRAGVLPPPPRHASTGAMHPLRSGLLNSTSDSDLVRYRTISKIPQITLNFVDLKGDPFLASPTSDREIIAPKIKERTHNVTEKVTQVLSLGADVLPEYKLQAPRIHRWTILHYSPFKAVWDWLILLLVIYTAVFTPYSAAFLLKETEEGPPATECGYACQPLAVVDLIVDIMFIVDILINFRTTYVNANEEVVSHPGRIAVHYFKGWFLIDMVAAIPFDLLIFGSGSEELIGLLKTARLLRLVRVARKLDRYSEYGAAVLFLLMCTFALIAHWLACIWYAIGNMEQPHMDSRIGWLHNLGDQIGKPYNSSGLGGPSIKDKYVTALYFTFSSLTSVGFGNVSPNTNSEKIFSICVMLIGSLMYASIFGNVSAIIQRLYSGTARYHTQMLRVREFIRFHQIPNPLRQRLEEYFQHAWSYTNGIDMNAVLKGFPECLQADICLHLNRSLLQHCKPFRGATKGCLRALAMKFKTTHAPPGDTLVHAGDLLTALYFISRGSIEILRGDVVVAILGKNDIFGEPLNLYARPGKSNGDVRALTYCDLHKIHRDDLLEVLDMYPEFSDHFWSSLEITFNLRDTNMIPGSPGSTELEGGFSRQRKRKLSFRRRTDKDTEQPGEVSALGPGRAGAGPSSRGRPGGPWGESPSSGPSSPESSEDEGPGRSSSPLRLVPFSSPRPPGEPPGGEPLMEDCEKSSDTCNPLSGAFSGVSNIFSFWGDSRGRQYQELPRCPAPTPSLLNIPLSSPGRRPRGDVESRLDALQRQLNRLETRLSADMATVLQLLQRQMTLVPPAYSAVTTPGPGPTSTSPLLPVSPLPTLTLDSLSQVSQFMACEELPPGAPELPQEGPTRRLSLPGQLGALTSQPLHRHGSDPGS
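U2OS cells transduced with wild-type KCNH2 virus are loaded with FluxOr dye for 45 min, and thallium flux is measured in kinetic reads before and after stimulation buffer. Rate constants are normalized to DMSO controls.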
CXXC DNA block = blocks binding of human MLL CXXC domain to DNA; Q03164; MLL-CXXC / FITC-HOXA9 DNA fluorescence polarization; Potency, µM (titrated, usually from 115 µM), for the others: at the top dose activity change, negative = inhibition, actives largely listed as inhibitors; actives 0.037% (n = 290,000); active = well fitted inhibition curve with a large enough effect in the polarisation, with a control signal flat, not every such curve was filed as active; inconclusive = small, poorly fitted or top-dose-only effect, or effect the other way, or a change in a side signal; inactive = no such curve, though single readings can be large or run the other way; the % refers to the polarisation; note: potency is the fitted concentration of half-maximal effect
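Steps: dispense CXXC domain solution (7 uM) → pin compounds or unlabeled HOX-A9 DNA control → 5 min ambient → add FLSN-HOX-A9 solution (50 nM) → spin → 30 min ambient → fluorescence polarization. Tris pH 7.5/NaCl/DTT/BSA buffer.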
AT treatment = potential ataxia-telangiectasia treatments restoring KAP-1 phosphorylation. Potency, µM (series often up to 57.5 µM), for the others: top-dose activation, most hits filed as activators. […] A-T fibroblasts, KAP-1 phosphorylation AlphaLISA; neocarzinostatin DNA damage 30 min before lysis. AID 485349. actives 0.19% (n = 320,000); note: potency is the fitted concentration of half-maximal effect; % of control where 0% means no effect; nearly all actives have a fitted effect of over 45% in size
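ATM-like activity read as KAP-1 phosphorylation via AlphaLISA donor/acceptor antibody pairs after lysis and 6 hr at 25C. Cells were ATM-null patient fibroblasts ([…], hTERT), dosed 60 min, then exposed to the DSB inducer NCS for 30 min.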
TSHR antag = blocks TSH signaling through the human TSH receptor; TSHR-expressing cells, TSH-stimulated cAMP HTRF, 2 h; stronger effect = lower value; actives 0.2% (n = 330,000); activity change, negative = inhibition, % at 11.5 µM;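 active = activity change below a set negative limit, meaning inhibition stronger than a set level, cut at about -70% in these data; inconclusive = activity change between two set negative limits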; note: % is set by controls: 0 for no effect and ±100 for the full control effect
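Freshly harvested TSHR cells receive pin-tooled compound, then EC80 TSH at 4nM final. After 2 hours at 37 deg C, antibody in lysis buffer and cAMP-d2 are added; 30 minutes at ambient temperature precede the HTRF read.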
BCR signal inh = inhibitors of chronic active B-cell receptor signaling. ABC-DLBCL IkBa-CBG/CBR reporter, luminescence ratio, 4 h. actives 0.05% (n = 340,000). Potency, µM (series often up to 46.1 µM), inactives show at the top dose ratio change, negative = lower green/red ratio, most hits filed as inhibitors; active = well fitted inhibition curve with a large enough effect in the signal ratio, with a control signal flat, not every such curve was filed as active; inconclusive = small, poorly fitted or top-dose-only effect, or effect the other way, or a change in a side signal; the % refers to the signal ratio;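 note: potency is the fitted concentration of half-maximal effect; plate controls were basal doxycycline-induced cells for no effect and cells given 10 µM MG132 for full effect; MG132 reads +100%, hits lower the ratio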
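TMD8 human ABC-DLBCL cells with doxycycline-inducible IκBα–green luciferase fusion and unfused red luciferase, in 0.5% FBS medium; compounds up to 46 uM, 4 h at 37C. Green/red luminescence ratio, filter-overlap corrected, fitted to concentration-response curves.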
* hit, by the source's call; u = inconclusive; x = no result given; & = joins results of further samples; [ ] = dose if it differs, or a comment. Unless noted, calls come from the whole dose curve; as a rule, active = well fitted curve in the direction sought with a large enough effect; inconclusive = small, poorly fitted or top-dose-only effect, or another doubt; inactive = no such curve, though single readings can be large; an effect the other way counts as inactive or inconclusive.

SMILES	Giardia killer	GALK inh	TCR act	Coupling enz	Tb PFK inh	KCNH2 WT inh	CXXC DNA block	AT treatment	TSHR antag	BCR signal inh
O=C(Nc1cccc(NC(=O)C2CC2)n1)C1CC1	12.3	0.8%	-3.3%[46.1 µM]	-8.6	0.0%	-4.7	1.3%	16.1%	6.9	3.4%
O=c1cc(N2CCc3ccccc3C2)[nH]c(=O)n1-c1ccc(Cl)cc1	7.2	-1.6%	-0.4%	2.9	-0.1%	-8.1	-2.3%	0.8%	2.2	-1.1%
CCc1nnc(NC(=O)CCNC(=O)c2ccco2)s1	-8.9	0.4%	-12.7%	0.9	3.3%	7.6	16.1%	1.6%	-8.8	-18.2%
Cc1cccc(C)c1NC(=O)CC(NCCc1ccccc1)C(=O)O (configuration not stated)	-4.2	x	-0.7%[46.1 µM]	3.8	1.8%	-0.4	-4.8%	-1.4%	12.7	0.5%
Cn1c(=O)c2c(nc(CN3CCN(c4ccccc4)CC3)n2CCN2CCOCC2)n(C)c1=O	6.2	-0.8%	-3.2%	-1.7	-4.4%	-4.4	-4.1%	9.8%	-13.5	0.4%
Cc1ccccc1-n1c(-c2csc(C)c2C)n[nH]c1=S	17.7	1.0%	-1.7%[46.1 µM]	1.7	-6.8%	-1.3	-4.4%	1.8%	-34.3	u
N/C(=N/OS(=O)(=O)c1ccc([N+](=O)[O-])cc1)c1ccncc1	0.3	5.5%	-5.3%	1.8	-4.1%	-4.5	5.8%	1.0%	-7.8	-14.2%
O/N=C\c1cnc(N2CCN(c3ccccc3)CC2)s1	3.2	2.7%	1.2%	0.4	0.5%	1.6	12.1%	1.5%	-2.7	0.9%
Cc1ccc2c(CC(=O)N3CCN(c4ccccc4)CC3)coc2c1	1.1	0.2%	2.3%	-0.9	-4.4%	-4.5	-6.6%	-4.7%	1.2	-0.1%
ClCCCc1cn(C[C@H]2CC[C@@H]([C@@H]3CC[C@H](Cn4cc(CCCCl)nn4)O3)O2)nn1	-2.2	x	-2.0%	4.3	2.5%	1.9	1.1%	-8.9%	3.3	6.5%
CCOC(=O)c1cnc(SSc2ncc(C(=O)OCC)c(N)n2)nc1N	3.7	6.2%	-2.4%	-0.9	u	-9.3	1.2%	0.9%	-4.7	0.0%
COc1ccc(-c2cc3ccccc3n2CC(O)CN2CCC(C)CC2)cc1 (configuration not stated)	35.6[activator]	-2.6%	-3.1%	0.6	-3.3%	16.7	-1.1%	4.2%	6.7	-2.9%
Cc1cccc(C)c1NC(=O)CC(NCc1ccco1)C(=O)O (configuration not stated)	-14.0	1.7%	8.5%	3.4	-2.6%	3.2	-4.6%	1.2%	12.2	3.8%
CC1=NN2C(=N)/C(=C\c3ccc(SCc4ccccc4)o3)C(=O)N=C2S1	-0.3	-1.5%	-8.1%	2.3	-15.0%	14.5	7.1%	-1.8%	-13.5	11.7%
CCCn1c(C(C)Nc2nc(-c3ccc(Cl)c([N+](=O)[O-])c3)cs2)nc2cc(Cl)c(N3CCCCC3)cc21 (configuration not stated)	0.1	x	9.2%	-4.4	-2.8%	-2.1	0.4%	-3.9%	-5.0	-11.6%
COC(=O)c1c(NC(=O)C2CCCCC2C(=O)O)sc2c1CCCCC2 (configuration not stated)	-7.3	-4.3%	-4.2%	17.2	0.2%	-10.5	3.0%	-2.7%	-14.5	-2.2%
COc1ccc(NC(=O)NS(=O)(=O)c2ccc(C)cc2)cc1OC	-3.6	x	x	x	-3.6%	15.4	x	-2.3%	-7.1	u
O=C(Nc1nc2c(F)cccc2s1)c1ccc([N+](=O)[O-])o1	-96.6*	x	1.3%	-2.1	1.0%	-11.2	x	-4.3%	11.7	x
CCOC(=O)/C(C(=O)Nc1ccccc1Br)=C1/NC(C)(C)Cc2ccccc21	8.9	-2.7%	8.1%[46.1 µM]	-0.6	-2.4%	-14.9	4.8%	9.0%	-2.9	-5.1%
CCOC(=O)C1=C(C)Nc2ccccc2N=C1NC(=O)C1CCN(C(=O)c2ccccc2C)CC1	-0.6	x	1.7%	x	-1.9%	1.3	x	3.7%	-3.0	-0.8%
Cc1cc(OC(C)C(=O)N2C[C@H]3C[C@@H](C2)c2cccc(=O)n2C3)c2c(C)c(C)c(=O)oc2c1 (some centres not stated)	-3.0	x	1.0%	1.3	-0.7%	-13.2	u	-6.1%	8.7	17.2%
COc1ccccc1NC(=O)Cn1c(=O)sc2ccccc21	-2.8	0.8%	2.7%	2.4	-0.3%	-6.7	2.9%	6.4%	11.4	0.0%
CCCOc1nc2ccccc2cc1/C=C/C(=O)O	15.7	6.7%	-5.8%	-4.3	17.8%	-17.6	1.5%	7.2%	1.8	-4.9%
C=CCSc1nnc(C)c(/C=C/Nc2ccc(Cl)cc2)n1	6.1	-2.0%	-1.4%	0.1	-2.0%	0.4	u	-5.9%	-5.9	-0.6%
O=C(c1ccc2c(c1)OCO2)N1CCc2ccccc21	-2.9	-4.3%	-2.9%	-0.5	-1.6%	1.0	1.2%	1.3%	1.2	0.2%

The closing two entries of the section before lead into the next:
SMILES	Giardia killer	GALK inh	TCR act	Coupling enz	Tb PFK inh	KCNH2 WT inh	CXXC DNA block	AT treatment	TSHR antag	BCR signal inh
C=CCSc1nnc(C)c(/C=C/Nc2ccc(Cl)cc2)n1	6.1	-2.0%	-1.4%	0.1	-2.0%	0.4	u	-5.9%	-5.9	-0.6%
O=C(c1ccc2c(c1)OCO2)N1CCc2ccccc21	-2.9	-4.3%	-2.9%	-0.5	-1.6%	1.0	1.2%	1.3%	1.2	0.2%
O=C1/C(=C/c2ccc(O)cc2)SC(=S)N1Cc1cccnc1	-0.9	0.5%	3.2%[46.1 µM]	1.9	-5.0%	-0.9	u	-5.0%	-0.2	-2.1%
CCCS(=O)(=O)c1nc(S(=O)(=O)c2ccc(Cl)cc2)c(N2CCC(O)CC2)s1	-1.6	3.7%	8.5%	-1.6	-1.9%	0.8	-11.9%	-0.6%	-2.4	-12.6%
COc1ccc(/C=C(\C#N)C(=O)OC2CCOC2=O)cc1 (configuration not stated)	-0.3	1.3%	-2.5%	0.2	-1.5%	4.7	-11.2%	-7.0%	-2.7	u
O=C(CSc1nnc(-c2ccncc2)o1)NC1C2CC3CC(C2)CC1C3 (configuration not stated)	0.7	0.1%	-0.5%[46.1 µM]	1.2	3.4%	-5.7	-2.4%	-0.1%	2.0	-1.1%
O=C(CN1C(=O)/C(=C\c2ccccc2Cl)Sc2ccccc21)NCCCN1CCOCC1	-11.6	7.3%	-12.3%	x	-0.7%	11.2	-7.8%	-20.3%	34.3	-28.2%
Cc1cccc(-c2nnc3sc(-c4ccccc4C)nn23)c1	-5.9	-2.0%	x	-0.8	-3.5%	2.0	0.6%	0.5%	-16.0	0.7%
CCCCCn1c(SC(C)C(C)=O)nc2c1c(=O)[nH]c(=O)n2C (configuration not stated)	-3.1	2.3%	3.7%	1.0	0.3%	-24.1	6.0%	5.5%	-10.4	u
Cc1cccc(-n2ccnc2SCC(=O)c2c(N)n(C3CC3)c(=O)[nH]c2=O)c1C	4.7	x	2.1%	x	-0.9%	-6.5	x	-6.1%	-24.2	3.9%
CN(C)/N=C/c1cc(Cl)cc([N+](=O)[O-])c1O	-7.4	0.0%	-2.6%[46.1 µM]	0.3	-0.8%	-1.9	6.5%	-5.1%	4.1	0.2%
CCN(C(=O)CSc1nc2cc(S(=O)(=O)N(CC)CC)ccc2n1CC)C1CCS(=O)(=O)C1 (configuration not stated)	29.9	x	2.0%	x	-3.9%	-12.1	x	-6.1%	6.4	-0.9%
Cc1ccc(CS(=O)(=O)c2ncc(Cl)c(C(=O)Nc3ccc(OC(F)F)cc3)n2)cc1	2.1	2.4%	-8.9%	x	-4.2%	0.3	0.4%	-1.3%	u	u
CCN(CC)c1ccc2cc(C=O)c(=O)oc2c1	-1.2	-2.3%	1.9%	0.5	x	25.3	u	x	x	x
Oc1cc(Nc2ccncc2)cc2cccnc12	-11.6	x	11.5%	x	-0.2%&1.0%	x	x	-11.0%&-4.8%	-5.3&-8.3	u
O=C(c1cccs1)N1CCCC(c2ccccc2)C1 (configuration not stated)	13.6	0.0%	-4.4%	0.3	-0.6%	-4.9	-1.7%	4.9%	-11.6	-1.2%
O=C(CCSc1nnc(-c2ccccc2)o1)N1CCOCC1	-2.9	0.2%	-3.0%[46.1 µM]	1.9	1.8%	4.1	-0.8%	-5.7%	3.3	5.0%
C=CCSc1nc(Cc2ccc(Cl)cc2)nc2ccccc12	-4.9	-2.5%	17.2%	-1.2	-0.4%	7.3	6.6%	20.3%	0.6	1.9%
Cc1cccc(C(C)C)c1NC(=O)CSc1nncn1C	-9.0	-2.4%	-2.3%	-0.7	-2.3%	-1.3	-2.8%	0.5%	-1.9	4.7%
CNC(=S)N/N=C1\C(=O)c2cccc3cccc1c23	2.0	-0.2%	-4.0%	1.5	2.0%	-2.1	-16.5%	-1.5%	7.0	u
COc1ccc(NC(=O)Nc2ccc(Br)cn2)cc1OC	33.8[activator]	3.4%	-13.7%	-1.6	3.1%	-12.9	6.9%	x	-4.8	u
